# LDHA inh = inhibitors of human lactate dehydrogenase A | 480,000 tested, 0.15% active | activity change, % (values are at about 110 or 230 µM) | P00338 | purified LDHA, NADH/diaphorase-resazurin fluorescence; stronger effect = lower value | AID 1347041; in the data active = activity change below about -30%; inconclusive = mostly about -25% to -30%;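 also: plate controls were DMSO wells for no effect and wells without enzyme for full effect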
#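 Remaining NADH was detected by diaphorase (0.133 mg/mL) converting 37 µM resazurin to fluorescent resorufin, read at 0 and 20 minutes. The preceding 5-minute room-temperature reaction used 2 nM LDHA, 0.2 mM sodium pyruvate and 0.06 mM NADH at pH 7.4.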
# RGS4 inhibitor = human RGS4 inhibition; 390,000 tested, 0.039% active; AID 504845; Transcreener GDP fluorescence polarization, RGS4-accelerated GTP hydrolysis; P49798; Potency, µM (series often up to 114 µM), without a hit: at the highest dose activity change, negative = inhibition, most hits filed as inhibitors; also: potency is read from the fitted curve at half-maximal effect; % is scaled to controls: 0 for no effect and ±100 for the full control effect; nearly all actives have a fitted effect of over 75% in size; some results filed as inactive show a strong effect at the top dose
#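 MLSMR compounds (23 nl, pin-transferred) preincubated 10 min at room temperature with a 500nM (2x) first reagent, then RGS4 at 900nM (2x) plus Transcreener GDP mix added; fluorescence polarization (620/688 nm) read before and after 90 min at 30 °C.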
# mIDH1 inhibitor = blocks human mutant IDH1 R132H enzyme; 390,000 tested, 0.093% active; AID 602179; IDH1-R132H enzyme, NADPH consumption, diaphorase/resazurin fluorescence; Potency, µM (series often up to 76.6 µM), for the others: at the highest dose activity change, negative = inhibition, most hits filed as inhibitors; also: potency is read from the fitted curve at half-maximal effect; % is scaled to controls: 0 for no effect and ±100 for the full control effect; nearly all actives have a fitted effect of over 65% in size
# Target sequence (O75874 whole entry R132H, stated change not applied): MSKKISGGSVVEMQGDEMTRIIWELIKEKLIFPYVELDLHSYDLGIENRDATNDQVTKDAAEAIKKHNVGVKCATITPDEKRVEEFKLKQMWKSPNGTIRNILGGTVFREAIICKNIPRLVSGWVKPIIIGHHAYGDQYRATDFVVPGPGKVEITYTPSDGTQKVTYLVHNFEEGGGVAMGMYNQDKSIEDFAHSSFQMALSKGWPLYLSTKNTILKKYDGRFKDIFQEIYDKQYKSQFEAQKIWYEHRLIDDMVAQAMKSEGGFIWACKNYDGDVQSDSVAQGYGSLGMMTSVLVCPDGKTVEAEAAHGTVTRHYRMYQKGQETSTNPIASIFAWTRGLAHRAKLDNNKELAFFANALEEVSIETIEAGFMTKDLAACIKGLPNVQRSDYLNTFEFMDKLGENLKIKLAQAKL
#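 IDH1-R132H (0.5 ug/mL dispensed) in pH 7.5 Tris buffer was preincubated 30 min with compound, then given a substrate mix of 0.016 mM NADPH and 2 mM alpha-KG for 80 min at room temperature; remaining NADPH was read by diaphorase/resazurin fluorescence.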
# Vif-A3F inh = inhibitors of Vif-A3F interaction; Potency, µM (doses to about 46.1 µM), for inactives: at the highest dose activity, negative = active; 390,000 tested, 0.2% active; HeLa A3F-eYFP + Vif (tagged APOBEC3F with the HIV-1 protein that degrades it), YFP fluorescence increase; also: potency is read from the fitted curve at half-maximal effect; % of control where 0% means no effect; nearly all actives have a fitted effect of over 65% in size
#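 Fluorescence increase (Ex 488/Em 500-530) after overnight compound treatment at 37 deg C flags inhibition of Vif-driven A3F-eYFP loss in stable HeLa A3F-eYFP/Vif cells seeded overnight beforehand.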
# Vif-APOBEC3G blk = Vif-A3G binding inhibition; Potency, µM (titrated, usually from 46.1 µM), without a hit: at the highest dose activity, negative = active, actives largely listed as inhibitors; HeLa A3G-eYFP + Vif (tagged APOBEC3G with the HIV-1 protein that degrades it), YFP fluorescence, overnight; AID 602310; 410,000 tested, 0.076% active; Q9HC16;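 also: potency is read from the fitted curve at half-maximal effect; % is scaled to controls: 0 for no effect and ±100 for the full control effect; nearly all actives have a fitted effect of over 60% in size; hits raise eYFP signal because A3G escapes Vif-driven loss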
#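 Read-out is eYFP fluorescence (Ex 488/Em 500-530) from Vif-expressing HeLa A3G-eYFP cells; more signal means A3G escaped Vif-mediated degradation. Cells plated overnight, compound pinned in, incubated overnight at 37 deg C.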
# Glioma ERSR ind = inducers of ER stress response in human glioma cells; Potency, µM, for the others: at the highest dose activation, actives largely listed as activators; U87-MG GRP78 promoter luciferase reporter, 16 h; 420,000 tested, 0.02% active; also: potency is read from the fitted curve at half-maximal effect; series mostly up to about 76 µM; % of control where 0% means no effect; nearly all actives have a fitted effect of over 35% in size
#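 Stably transfected U87-MG human glioma cells carrying a GRP78-based luminescent sensor were seeded at 1000 cells/well, pin-dosed with compounds and incubated 16 h. Luciferase reagent was then added, and end-point luminescence was read after 10 min at room temperature.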
# rTrxR1 inhibitor = rat TrxR1 inhibition | O89049 | 390,000 tested, 1% active | recombinant rTrxR1, NADPH fluorescence consumption, selenite substrate | AID 588453 | Potency, µM (highest dose often 114 µM), for inactives: top-dose activity change, negative = inhibition, most hits filed as inhibitors; also: potency is read from the fitted curve at half-maximal effect; % is scaled to controls: 0 for no effect and ±100 for the full control effect; nearly all actives have a fitted effect of over 65% in size
# Target sequence (O89049 whole entry, looked up): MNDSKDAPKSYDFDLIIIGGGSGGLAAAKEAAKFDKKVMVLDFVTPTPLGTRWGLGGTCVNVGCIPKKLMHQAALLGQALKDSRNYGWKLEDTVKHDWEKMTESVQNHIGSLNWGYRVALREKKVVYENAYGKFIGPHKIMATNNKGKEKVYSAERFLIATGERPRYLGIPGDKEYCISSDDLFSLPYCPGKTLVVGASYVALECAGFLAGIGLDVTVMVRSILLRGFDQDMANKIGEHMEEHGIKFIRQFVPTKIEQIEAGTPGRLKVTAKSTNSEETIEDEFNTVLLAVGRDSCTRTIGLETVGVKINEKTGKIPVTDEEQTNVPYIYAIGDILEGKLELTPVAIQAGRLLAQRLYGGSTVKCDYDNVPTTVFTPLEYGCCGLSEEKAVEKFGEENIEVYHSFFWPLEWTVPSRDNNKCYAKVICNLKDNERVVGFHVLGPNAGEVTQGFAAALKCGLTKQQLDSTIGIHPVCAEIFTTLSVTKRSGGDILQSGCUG
#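 Rat TrxR1 (90 nM in the dispensed reagent) was pre-reduced with 400 uM NADPH for 5 min at room temperature, then incubated with compound for 15 min. After 400 uM selenite was added, NADPH fluorescence (Ex 340/Em 450 nm) was followed for 8 min.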
# TrxR1 substrate = substrates of rat thioredoxin reductase 1; AID 588456; 390,000 tested, 0.01% active; Potency, µM (titrated, usually from 114 µM), for the others: at the top dose activity change, negative = substrate turnover; O89049; purified TrxR1 substrate turnover, NADPH consumption readout; also: potency is read from the fitted curve at half-maximal effect; % is scaled to controls: 0 for no effect and ±100 for the full control effect; nearly all actives have a fitted effect of over 50% in size
#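 Rat TrxR1, dispensed at 90 nM, was prereduced with 400 uM NADPH (final) for 5 min at ~22 deg C, then incubated with compound 15 min before 400 uM selenite. A first-read NADPH fluorescence drop versus no-compound background flagged substrates.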
# USP1 inh = inhibitors of human USP1/UAF1 deubiquitinase; Potency, µM (titrated, usually from 57.1 µM), for inactives: top-dose activity change, negative = inhibition, hits mostly inhibitors; O94782; 390,000 tested, 0.23% active; recombinant USP1/UAF1, Ub-Rhodamine cleavage fluorescence; also: potency is read from the fitted curve at half-maximal effect; % is scaled to controls: 0 for no effect and ±100 for the full control effect; nearly all actives have a fitted effect of over 60% in size; inactives centre near -12
#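 USP1/UAF1 complex (1 nM) preincubated 15 min at room temperature with compound, then Ub-Rho substrate (150 nM final) added. Kinetic fluorescence at 480/540 nm over 6 reads at 60 s intervals; 50 mM HEPES pH 7.8, 0.5 mM EDTA, 0.1 mg/ml BSA, 1 mM TCEP, 0.01% Tween-20.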
# An asterisk follows results filed as active; ? = inconclusive; · = not tested or not shown; & = joins results of further samples; [ ] = dose if it differs, or a comment. Unless noted, calls follow the shape of the dose curve; as a rule, active = well fitted curve in the direction sought with a large enough effect; inconclusive = small, poorly fitted or top-dose-only effect, or another doubt; inactive = no such curve, though single readings can be large; an effect the other way counts as inactive or inconclusive. An excerpt; count on the stated rates, not on these rows.
SMILES	RGS4 inhibitor	rTrxR1 inhibitor	mIDH1 inhibitor	Glioma ERSR ind	Vif-APOBEC3G blk	Vif-A3F inh	LDHA inh	TrxR1 substrate	USP1 inh
COc1cc2sc3ccc(-c4ccc(N(C)C)nc4)cc3c(=O)c2cc1OC	-19%	16%	9%	-2%	-4%	0%	1	1%	-19%
O=C(CCCn1c(=O)[nH]c2cc(Cl)ccc2c1=O)NCCC1=CCCCC1	-17%	6%	-1%	-3%	-2%	-20%	-5	3%	-14%
Cc1ccc(/C(N)=N/OC(=O)CCCc2ccccc2)cc1	22%	27%	-11%	?	6%	-4%	1	-4%	-25%
COc1ccccc1-n1c(-c2ccccc2)c[nH]c1=S	?	0%	7%	-3%	0%	2%	-11	7%	-15%
CC(Cc1cccs1)NC(=S)Nc1ccc(Cl)c(Cl)c1 (stereo unspecified)	-15%	6%	-7%	-2%	-1%	?	-3	-2%	-19%
COc1ccc(CCNC(=O)Cn2nnc(-c3ccc(N(C)C)cc3)n2)cc1OC	8%	7%	1%	4%	6%	0%	-3	6%	2%
CCn1c(C)cc(C=C2C(=O)c3ccccc3C2=O)c1C	5%	-17%	9%	-8%	1%	-14%	-8	-8%[57.1 µM]	314%[activator]
CCOc1cc(N2CCOCC2)c(OCC)cc1NC(=O)c1cccc(S(=O)(=O)N2CC(C)OC(C)C2)c1 (stereo unspecified)	·	·	10%	-3%	0%	-17%	10	·	-18%
Cc1[nH]nc(N=CC2=C(O)CC(c3ccco3)CC2=O)c1-c1ccccc1 (stereo unspecified)	-2%&0%	?	2%&3%	-1%&2%	-1%&-1%	-3%&-6%	-6&7	0%&-2%	-18%&-6%
O=C(CN1CCCCCC1)N/N=C/c1cccc(Cl)c1	-10%	10%	4%	2%	-2%	-19%	-5	3%	-15%
C=CCc1ccccc1OCCn1ccnc1	-30%[56.9 µM]	13%	11%	?	-3%	-3%	-9	3%	-8%
CCOC(=O)N1CCN(c2c(NCCN3CCN(c4ccccc4F)CC3)c(=O)c2=O)CC1	-23%	10%	6%	-2%	3%	-6%	-4	-2%	-13%
Cc1ccccc1N(CC(=O)NCc1ccco1)C(=O)CNS(=O)(=O)c1ccc(F)cc1	-45%	-44%	7%	-5%	-3%	5%	-1	4%[57.1 µM]	-12%
Nc1cc(S(=O)(=O)N2CCCCC2)ccc1Oc1ccc(Cl)cc1	9%[56.9 µM]	29%	3%	0%	1%	5%	-4	-5%	-14%
CC(C)N(C(=O)COC(=O)c1cccc(S(=O)(=O)N2CC3(C)CC2CC(C)(C)C3)c1)C(C)C (stereo unspecified)	10%	-3%	1%	-1%	1%	0%	-5	-16%	-10%
Cc1cccc(N2CCN(C(=O)c3ccc4c(c3)OCCO4)CC2)c1C	-1%	22%[57.1 µM]	2%	-3%	-22%	6%	-4	7%[57.1 µM]	-7%
COc1ccc(NC(=O)CN2CCN(Cc3ccc(F)cc3)S2(=O)=O)cc1Cl	12%	6%[57.1 µM]	1%	0%	0%	1%	-5	2%[57.1 µM]	-7%
COc1ccc(CCNc2ncnc3c2cnn3-c2cccc(Cl)c2)cc1	10%	14%[57.1 µM]	-3%	-4%	-3%	3%	-2	-1%[57.1 µM]	-27%
CCN(CC)C(=O)Cn1cc([N+](=O)[O-])cc1[N+](=O)[O-]	-18%	-2%[2.29 µM]	-2%	-2%	5%	1%	-2	-5%[2.29 µM]	-17%
Cc1oc(-c2ccc(Cl)cc2)nc1CN1CCCC(C(=O)NCCCN2CCOCC2)C1 (stereo unspecified)	-46%	-15%	0%	-5%	0%	-1%	3	-7%	-17%
CCOc1ccc(C(=O)NCCC(=O)N2CCC3(CC2)NCCc2[nH]cnc23)cc1	4%[11.4 µM]	-5%	-4%	-2%	4%	3%	-4	-4%	-6%
CCc1nccn1S(=O)(=O)c1ccc2ccccc2c1	-18%	13%	-1%	-3%	2%	4%	-8	2%	-25%
Cc1ccc(S(=O)(=O)N(C)CC(=O)N2CCN(Cc3ccc4c(c3)OCO4)CC2)cc1	5%	11%	7%	-2%	0%	2%	-7	3%	-7%
COc1ccc(C(=O)NC(=S)NC(C)C)cc1Br	-32%	?	-8%	3%	1%	-6%	-13	6%	-19%
CCOC(=O)c1cnc2[nH]c3ccccc3n2c1=O	-6%	45µM*	1%	3%	0%	0%	-11	345%[activator]	-7%
CCc1cc2c(=O)c(-c3nc(C)cs3)coc2cc1O	-51%	13%	10%	4%	?	-3%	-8	-4%[0.0914 µM]	-19%
COc1cccc(N2CCN(S(=O)(=O)c3ccc4c(c3)NC(=O)C(C)C(=O)N4)CC2)c1 (stereo unspecified)	-6%	24%	-9%	0%	0%	7%	-2	8%	-26%
Fc1cccc(CSc2nnc3c(n2)[nH]c2ccccc23)c1	-25%	-28%	1%	0%	2%	2%	2	-11%	-25%
COc1ccc2c(N)c(C(=O)NN)[nH]c2c1	-25%	4%[57.1 µM]	2%	-4%	-4%	-7%	0	9%[57.1 µM]	-1%
COC(=O)c1ccccc1NC(=O)COC(=O)c1ccccc1N=Nc1ccc(N(C)C)cc1	18%	-12%	3%	11%	0%	-6%	-13	-14%	-10%
N#Cc1c(-c2ccccc2Cl)noc1/C=C/Nc1ccc(C(=O)O)cc1	-17%[11.4 µM]	-8%	3%	-3%	?	-3%	-1	-6%	?
COc1ccc(S(=O)(=O)N2CCc3cc(OC)c(OC)cc3C2)cc1	23%	16%	-8%	-4%	0%	-27%	2	-2%	-6%
Fc1ccc(-c2oncc2-c2nnnn2-c2ccccc2)cc1F	5%	-4%	2%	-3%	3%	·	5	-4%	-26%
CC1(C)C(=O)Nc2ccccc2N1C(=O)COC(=O)C1CCCCC1	-18%	8%	5%	-3%	-2%	5%	-5	2%	-17%
Cc1nc(Cc2nnc(SCC(=O)N3CCN(c4ccccc4)CC3)o2)cs1	-3%	-4%	1%	-4%	3%	10%	-2	-10%	-11%
N#C/C(=C\c1cccnc1)C(=O)Nc1ccccc1	-3%	-18%	4%	3%	-1%	-32%	-3	-1%	-26%
CCOC(=O)N1CCC(Nc2c(NCCCN3CCN(C4CCCCC4)CC3)c(=O)c2=O)CC1	-10%	15%	8%	-3%	-6%	-5%	0	3%	-19%
COc1ccc(NC(=O)c2ccc(Cn3cc(Cl)cn3)cc2)cc1	31%	14%	-4%	0%	2%	6%	-6	0%	-7%
Cc1[nH]oc(=O)c1N=Nc1c(Cl)cccc1Cl	-9%	-20%	4%	-2%	0%	-10%	-6	-21%	-8%
COc1cc(C(=O)OCc2nc3ccsc3c(=O)[nH]2)c([N+](=O)[O-])cc1OC	-33%	-9%	4%	-3%	2%	?	0	-4%	-8%
C/C(=N\Nc1nncc2ccccc12)c1cccc(OC(F)F)c1	10%	-3%	14%	-7%	-5%	3%	0	1%	?
CC(=O)NC(CC(=O)N(C)Cc1cccc(Cl)c1Cl)c1ccccc1 (stereo unspecified)	-10%	9%	3%	-3%	2%	9%	0	3%	-5%
CSCCC(NC(=O)c1cccc([N+](=O)[O-])c1)C(=O)O (stereo unspecified)	2%	12%[57.1 µM]	6%	-4%	0%	0%	-4	-12%	-3%

# Retrieved one by one from the list above (2):
SMILES	RGS4 inhibitor	rTrxR1 inhibitor	mIDH1 inhibitor	Glioma ERSR ind	Vif-APOBEC3G blk	Vif-A3F inh	LDHA inh	TrxR1 substrate	USP1 inh
COc1cc(C(=O)OCc2nc3ccsc3c(=O)[nH]2)c([N+](=O)[O-])cc1OC	-33%	-9%	4%	-3%	2%	?	0	-4%	-8%
N#C/C(=C\c1cccnc1)C(=O)Nc1ccccc1	-3%	-18%	4%	3%	-1%	-32%	-3	-1%	-26%

# Copied from the list.
# CC1(C)C(=O)Nc2ccccc2N1C(=O)COC(=O)C1CCCCC1 | LDHA inh = -5
# CC(=O)NC(CC(=O)N(C)Cc1cccc(Cl)c1Cl)c1ccccc1 (stereo unspecified) | mIDH1 inhibitor = 3%
# COc1cc(C(=O)OCc2nc3ccsc3c(=O)[nH]2)c([N+](=O)[O-])cc1OC | USP1 inh = -8%
# N#C/C(=C\c1cccnc1)C(=O)Nc1ccccc1 | Glioma ERSR ind = 3%

# Screening results deposited in PubChem BioAssay by National Center for Advancing Translational Sciences (NCATS).
